GPR55 beta-arrestin: GPR55 agonists via beta-arrestin recruitment, primary screen, imaging, U2OS cells, beta-arrestin-GFP redistribution (AID 1961); U2OS GPR55 beta-arrestin-GFP redistribution imaging; higher % means a stronger effect; one-dose activation, % at 10 µM; EC50 in µM for titrated hits; 0.048% of 290,000 active;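 active = activation above 40% with more than 50 cells counted in the well; inconclusive = wells holding fewer than 50 cells, flagged as toxic or sparse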;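 note: U2OS osteosarcoma cells stably expressing GPR55 and beta-arrestin-GFP; plate controls were DMSO negative control for no effect and LPI positive control for full effect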
KOR beta-arrestin-1: KOR agonists, beta-arrestin recruitment, primary screen, cell-based, luminescence, uHTS (AID 1777); KOR beta-arrestin recruitment, luminescence; higher % means a stronger effect; activation, % at 10 µM; hits with a dose series show EC50 in µM; 0.02% of 280,000 active; in the data active = activation above about 50%, passing the limit was not always enough; note: a part of the inactive calls stands beside numbers as strong as those of hits
NOD1 NF-kB reporter: NOD1 signaling inhibitors, primary screen, cell-based, luminescence, uHTS (AID 1578) | inhibition, % at 4 µM, or EC50 in µM where a hit was titrated | 1% of 290,000 active | NOD1-driven NF-kB luciferase reporter cells, luminescence; higher % means a stronger effect; in the data active = inhibition mostly above about 36%, no sharp cut-off; inactive = mostly below about 34%;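 note: HEK-293T reporter cells stimulated with the NOD1 agonist gamma-tri-DAP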
NTR1 agonist: agonists of NTR1, primary screen, imaging, U2OS cells, beta-arrestin-GFP, high content (AID 493036) | P30989 | activation, % at 20 µM | NTR1-U2OS beta-arrestin-GFP spot imaging, agonist mode | 0.17% of 330,000 active;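 active = activation at or above 40% of the spot to cytoplasm intensity ratio, with at least 20 cells analyzed; inconclusive = wells under 20 cells, flagged as cytotoxic or low count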;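 note: 0% = DMSO without peptide and 100% = 100 nM NTR1 peptide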
Target sequence (P30989 whole entry, looked up): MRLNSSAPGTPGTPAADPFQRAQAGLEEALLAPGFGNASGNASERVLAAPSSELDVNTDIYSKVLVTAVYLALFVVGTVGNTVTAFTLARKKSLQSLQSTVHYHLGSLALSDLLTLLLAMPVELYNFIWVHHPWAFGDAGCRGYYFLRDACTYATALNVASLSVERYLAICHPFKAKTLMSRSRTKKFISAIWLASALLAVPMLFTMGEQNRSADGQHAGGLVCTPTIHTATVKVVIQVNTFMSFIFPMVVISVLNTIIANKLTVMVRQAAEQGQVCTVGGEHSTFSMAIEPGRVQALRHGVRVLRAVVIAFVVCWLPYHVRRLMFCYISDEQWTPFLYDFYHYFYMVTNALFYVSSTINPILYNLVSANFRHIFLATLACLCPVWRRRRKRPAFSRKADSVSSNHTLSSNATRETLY
KOR beta-arrestin-2: kappa opioid receptor blockers – cell-based, luminescence, uHTS (AID 1778); KOR beta-arrestin recruitment, luminescence, antagonist mode; higher % means a stronger effect; inhibition, % at 10 µM, or IC50 in µM where a hit was titrated; 0.091% of 290,000 active; in the data active = inhibition above about 50%; note: strong numbers were not always called active
GPR55 LPI antagonism: inhibition of LPI-stimulated GPR55 beta-arrestin translocation – imaging, U2OS, beta-arrestin-GFP, LPI agonist, primary screen (AID 2013); U2OS GPR55 beta-arrestin-GFP translocation imaging, LPI antagonism; higher % means a stronger effect; 0.13% of 290,000 active; inhibition, % at 10 µM; hits with a dose series show IC50 in µM;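 active = spots per cell inhibited over 60%, with over 100 cells counted and total cytoplasm intensity under 500,000; inconclusive = wells with under 100 cells, flagged as likely toxic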;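 note: U2OS cells stably carrying GPR55 and arrestin-GFP stimulated by 5 µM LPI near EC80; imaged beta-arrestin-GFP aggregate spots per cell after agonist stimulation; plate controls were LPI-stimulated DMSO wells for no effect and DMSO wells without LPI for full effect; some results filed as inactive read as strong as hits; confirmed hits need IC50 under 10 µM and bright autofluorescent wells are also inconclusive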
Rac1 GTP hydrolysis: MgcRacGAP GTPase-activating activity inhibitors, confirmation, biochemical, ADP Hunter fluorescence; MgcRacGAP-stimulated Rac1 GTP hydrolysis, ADP Hunter fluorescence; higher % means a stronger effect; GST-tagged Rac1 F28L mutant substrate; inhibition, % at 30 µM, or IC50 in µM where a hit was titrated; 0.6% of 340,000 active;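 active = first-screen hits whose inhibition reached a set limit at any dose in the follow-up dose series; inconclusive = inhibition above the set first-screen limit but never retested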;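 note: fluorescence reports GDP produced by GAP-driven GTP hydrolysis; strong numbers were not always called active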
K1F lysis inhibition: inhibition of K1F phage lysis, E. coli UTI89, bacterial capsule biogenesis inhibitors, alamar blue (AID 488966). one-dose inhibition, % at 100 µM; IC50 in µM for titrated hits. 0.02% of 340,000 active. E. coli UTI89 K1F phage lysis, alamar blue, 2 h; higher % means a stronger effect;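 active = phage lysis inhibition, versus mean bacterial control, above a set limit; inconclusive = no clear call, values can overlap the other calls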;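 note: capsule biogenesis inhibitors block K1F phage lysis so surviving cells raise fluorescence; higher fluorescence means more inhibition of phage lysis; actives were called in the ten point dose series up to 300 µM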
GPR35 arrestin U2OS: GPR35 antagonists blocking zaprinast-driven arrestin recruitment, primary screen, imaging, U2OS, beta-arrestin-GFP, zaprinast agonist (AID 2058); U2OS GPR35 beta-arrestin-GFP translocation imaging, zaprinast antagonism; higher % means a stronger effect; inhibition, % at 10 µM; hits with a dose series show IC50 in µM; 0.052% of 290,000 active;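 active = inhibition of at least 50% with at least 30 cells and total cytoplasm GFP at most 10,000,000; inconclusive = under 30 cells or total GFP of 10,000,000 plus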
NTR1 agonist cell count 20 µM: second read-out of NTR1 agonist, no call of its own (marks repeat the call); cell count; measured here: cell count, cytotoxicity flag
* hit, by the source's call; ? = inconclusive; . = no result given; [ ] = dose if it differs, or a comment. A portion of the library; count on the stated rates, not on these rows.

SMILES | GPR55 beta-arrestin | KOR beta-arrestin-1 | NOD1 NF-kB reporter | NTR1 agonist | NTR1 agonist cell count 20 µM | KOR beta-arrestin-2 | GPR55 LPI antagonism | Rac1 GTP hydrolysis | K1F lysis inhibition | GPR35 arrestin U2OS
O=C(CNC1=NCCC1)c1ccc2c(c1)OCCO2 | 0.1% | -1.5% | 0% | -0.7 | 53 | 11% | 3% | 10% | 0.6% | -11%
COc1ccc(C(=O)Nc2nc3ccccc3s2)cc1 | -0.3% | 9.3% | 37% | -0.9 | 45 | -57%[20 µM] | 10% | 3% | 0.2% | 8%
COCCN1C(=S)N[C@@H](c2cccc(F)c2)C(C(=O)OC)=C1C | -0.2% | -5.0% | -22% | 1.8 | 81 | -52%[20 µM] | 45% | . | . | 2%
CCCCC(=O)N=c1sc2c(OC)ccc(OC)c2n1C | -0.3% | -0.5% | 4% | 7.3 | 57 | -2% | 1% | 4% | 0.1% | 0%
CC(C(=O)Nc1ccc(S(=O)(=O)N2CCOCC2)cc1)N1C(=O)C2CC=CCC2C1=O (stereo not drawn) | -0.4% | -3.1% | -25% | -1.6 | 27 | 26% | 11% | 2% | -0.6% | 7%
O=C(OCc1cccc(F)c1)c1ccc2c(c1)-c1ccccc1C2=O | 0.2% | 0.3% | . | 6.2 | 75 | -8% | 17% | 5% | 7.3% | 16%
COc1ccc(N2Nc3n[nH]c(N)c3N2)cc1 | -0.1% | 3.7% | -44% | 1.2 | 82 | 31% | 0% | ? | 0.8% | -8%
CCN(CC)S(=O)(=O)c1cccc(S(=O)(=O)c2cccc(S(=O)(=O)N(CC)CC)c2)c1 | -0.1% | 7.5% | 39% | 0.4 | 91 | -4% | -10% | -1% | 1.1% | -2%
COc1ccccc1NC(=O)C(C)OC(=O)C1CC(=O)N(c2ccc3c(c2)OCCO3)C1 (stereo not drawn) | -0.1% | -4.7% | -28% | -0.1 | 46 | 29% | 12% | 4% | 0.1% | 5%
O=C(OCC(=O)N1CCOCC1)c1ccccc1Cc1ccccc1 | 0.4% | -3.5% | -43% | 0.4 | 76 | 18% | 0% | 5% | -0.3% | 3%
CCOC(=O)N1CCN(CC(=O)Nc2c(C(=O)OC)[nH]c3ccc(Cl)cc23)CC1 | -0.1% | 2.7% | -6% | 2.3 | 45 | -99% | -8% | 6% | 7.5% | -1%
NC(=O)COC(=O)c1ccc(Cl)c(S(=O)(=O)N2CCCCCC2)c1 | 0.1% | -6.4% | -8% | 2.5 | 73 | 2% | 16% | -3% | 0.1% | -1%
COc1ccc(C2CC(c3ccccc3)=NN2C(=O)COC(=O)c2cnc(Cl)c(Cl)c2)cc1 (stereo not drawn) | 0.8% | 1.2% | -40% | 7.6 | 44 | -8% | 11% | 4% | -1.1% | 2%
C=CCc1cc(/C=C2/NC(=O)NC2=O)cc(OCC)c1O | -0.3% | -3.5% | -10% | 1.2 | 27 | 6% | 2% | 12% | 0.7% | -20%
COC(=O)C1CCN(Cc2cn(Cc3ccccc3)nc2-c2cc3ccccc3o2)CC1 | 0.1% | . | -29% | 4.4 | 60 | -27%[20 µM] | 22% | 13% | 0.3% | 7%
Cn1nccc1NC(=O)Nc1ccc(Cl)cc1 | -0.2% | 1.7% | -8% | -0.2 | 58 | -25% | -7% | 2% | 0.7% | 6%
COc1ccc(C(=O)NNC(=O)CCCCC(=O)NNC(=O)c2ccc(OC)cc2)cc1 | 1.1% | -4.6% | 1% | 0.2 | 47 | 36% | 6% | 2% | -0.4% | -3%
COc1ccc(S(=O)(=O)N(C)CC(=O)N2CCCC2)cc1OC | 0.3% | -1.8% | -5% | 0.4 | 56 | 8% | 1% | 13% | -0.1% | 11%
O=C(CN1C(=O)/C(=C2\SC(=S)N(C3CCS(=O)(=O)C3)C2=O)c2ccccc21)Nc1ccccc1 (stereo not drawn) | 0.1% | 1.0% | 10% | 9.8 | 68 | 20% | -4% | 10% | 0.6% | -4%
CCOc1cc(/C=C(\C#N)C(=O)Nc2ccccc2[N+](=O)[O-])ccc1OCc1cccc2ccccc12 | -0.1% | -5.3% | -52% | . | . | -3%[20 µM] | 10% | . | . | 6%
COc1cc(C(=O)Nc2ccc(OCC(=O)O)cc2)cc(OC)c1OC | -0.2% | -5.5% | -10% | -0.3 | 76 | 14% | -5% | 4% | 2.5% | 2%
COc1cccc(CNC(=O)CCCn2ccc3cc(S(=O)(=O)N4CCCC4)ccc32)c1 | -0.2% | -4.4% | 1% | 3.7 | 51 | -18% | -7% | 11% | 0.1% | 1%
C=CCN1C(=O)CSc2ccc(C(=O)N3CCC(C)CC3)cc21 | -0.3% | -1.7% | -5% | 0.3 | 67 | -11% | 0% | 0% | -0.1% | 0%
Cc1sc2nc(SCC(=O)NCCO)n(-c3ccccc3)c(=O)c2c1C | 0.6% | . | -12% | 1.0 | 35 | -24%[20 µM] | 14% | 6% | -0.7% | -3%
Cc1cc(C)c(-n2c(SCc3nc4ccccc4s3)n[nH]c2=O)c(C)c1 | 0.0% | 2.4% | 30% | 2.2 | 53 | 34% | -22% | 10% | 1.3% | 6%
COCc1cc(NCc2ccc(Cl)cc2)nc(C)n1 | -0.1% | -1.1% | 21% | -0.5 | 79 | 39% | -4% | 5% | 0.1% | -12%
Cc1nc2scc(C)n2c(=O)c1S(=O)(=O)Nc1ccc(N2CCN(S(C)(=O)=O)CC2)cc1 | -0.1% | -5.2% | -1% | 1.4 | 49 | -20% | -1% | -6% | 0.1% | -20%
Cn1cnc2cc(NC(=O)COc3ccccc3)ccc21 | 0.3% | 3.0% | -63% | 0.2 | 51 | -11% | -8% | 5% | 0.3% | -6%
O=S(=O)(c1ccc(F)cc1)N1CCN(Cc2ccccn2)CC1 | -0.1% | . | -32% | -0.4 | 48 | -18%[20 µM] | 6% | 7% | 0.2% | -5%
O=C(O)C1C2C=CC(O2)C1C(=O)NCc1ccc2c(c1)OCO2 (stereo not drawn) | 0.3% | 1.0% | -10% | -1.3 | 90 | -3% | 2% | 3% | 1.0% | -3%
CN1CCCC(OC(=O)c2ccc(S(=O)(=O)N(C)C)cc2)C1 (stereo not drawn) | -0.1% | 0.6% | 12% | -1.0 | 104 | 15% | 3% | 3% | 0.3% | -5%
O=C(N/N=C/c1cccs1)c1cccc(NC(=O)c2ccccc2Cl)c1 | -0.2% | 12% | -42% | -1.6 | 83 | 6% | -1% | 13% | 0.2% | -14%
O=C(CCC(=O)OCC(F)(F)C(F)F)Nc1ccccc1F | -0.2% | -3.7% | -17% | -0.9 | 30 | -1% | 11% | -2% | 0.1% | -19%
COc1ccc(CCN(C(=O)c2cccc(F)c2)C2CC(=O)N(c3ccccc3)C2=O)cc1 (stereo not drawn) | -0.1% | -5.0% | 0% | -0.9 | 32 | 20% | 4% | 7% | 5.1% | -12%
CSc1nc(C)cc(OCC(=O)n2nc(C)cc2C)n1 | 0.3% | 5.4% | 8% | -0.7 | 65 | 31% | 7% | 0% | 0.0% | 2%
Cc1ccc(S(=O)(=O)NNC(=O)Nc2cccc(F)c2)c(C)c1 | 0.4% | -0.2% | -29% | 0.8 | 63 | 8% | 4% | 2% | 0.1% | 8%
CCOC(=O)c1cc(-c2ccccc2)sc1NC(=O)COC(=O)c1ccc(Cl)c(S(N)(=O)=O)c1 | -0.1% | 13% | -30% | 6.8 | 22 | -436%[20 µM] | -2% | -4% | -0.8% | -5%
Clc1ccc(-c2nnc(NC3=NCCCCC3)o2)cc1 | -0.1% | 3.6% | 25% | 1.8 | 75 | -13% | 12% | 1% | 0.1% | 33%
CC(=O)Nc1ccc([N+](=O)[O-])c(CS(=O)(=O)c2ccc(C)cc2)c1[N+](=O)[O-] | 0.6% | 4.1% | -11% | 1.3 | 49 | -16% | 6% | 3% | 0.2% | 20%
CCCN(CCC)CCNC(=S)Nc1ccc2nc3n(c(=O)c2c1)CCCCC3 | -0.5% | -3.5% | -30% | 2.5 | 50 | -1% | 0% | 5% | 1.1% | 5%
COc1ccccc1CNC(=O)C(c1ccccc1)c1ccccc1 | 0.5% | 0.0% | -15% | -0.6 | 60 | -47%[20 µM] | -3% | -2% | 0.2% | 7%
O=C1CC(NC23CC4CC(CC(C4)C2)C3)C(=O)N1c1ccc2c(c1)OCO2 (stereo not drawn) | -0.1% | -1.6% | -10% | -0.4 | 39 | 18% | 6% | 0% | 0.6% | 8%
Cc1ccc(N2CC(C(=O)OCC(=O)C(C)(C)C)CC2=O)cc1 (stereo not drawn) | 0.5% | 5.2% | -46% | 4.6 | 95 | -19% | -8% | 3% | 0.8% | -7%
CCCCOc1ccc(CSCCNC(=S)Nc2ccccc2)cc1 | -0.1% | -2.6% | -17% | 5.9 | 53 | 7% | 8% | 12% | 2.9% | -9%
COc1ccc(-c2nn(CCC(=O)O)cc2CCC(=O)O)cc1 | -0.2% | 10% | -5% | 0.5 | 53 | -4% | 10% | -1% | 0.2% | 1%
O=C(Nc1ccc(NC(=O)c2cccs2)cc1)c1cccnc1 | -0.2% | -6.5% | -40% | 0.0 | 31 | 22% | -6% | -2% | 0.2% | -6%
COC(=O)/C=C1\C(=O)N(c2nc3ccccc3s2)C(=S)N1c1ccc(F)cc1 | -0.1% | 1.2% | 8% | 15 | 57 | -108% | 19% | 7% | 1.0% | -13%
CCn1c(CSCc2c(Cl)cccc2Cl)n[nH]c1=S | 0.0% | -1.3% | -12% | 0.6 | 47 | -9% | 6% | 2% | 1.4% | -3%
O=C(Nc1ccccc1N1CCOCC1)c1cc(-c2ccncc2)nc2ccccc12 | 0.5% | 0.8% | 10% | 9.1 | 52 | -86% | 4.9µM* | 7% | -0.3% | -3%
COc1ccc(/C=N/NC(=S)Nc2ccccc2)cc1COc1ccc(Br)cc1 | 0.2% | 0.2% | 0% | 9.5 | 39 | -2% | 5% | 3% | 0.3% | 13%
CC(C)(C)C(=O)Nc1c2c(nn1-c1ccc(F)cc1)CSC2 | -0.2% | -4.4% | -13% | -0.1 | 73 | 19% | 7% | 11% | 0.9% | -2%

Assay outcomes as filed in PubChem BioAssay.
